From PubChem
T cell HTS = modulators of CD8 T cell-vesicle binding, primary screen, mouse 2C CD8+ T cells, flow cytometry | AID 2052, 2009 | calls only at 7 µM | 2C CD8+ T cell-vesicle binding; stronger effect = lower value | actives 0.068% (n = 330,000);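 active = response, share of CD8 T cells binding vesicles, and their 90th percentile fluorescence all below set limits, cut at about 80% in these data, passing the limit was not always enough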
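Assay system: 2C TCR transgenic mouse naive CD8+ T cells, MACS-purified | Read-out: CD8+ gate FL2 mean fluorescence as % of same-row positive control | Signal: High-throughput flow cytometry with anti-B7-1 and anti-CD8 staining | Timing: Binding step 1.5 h, 37 °C, antibody labelling 20 min, ice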
NTR1 ag = agonists of NTR1, primary screen, imaging, U2OS cells, beta-arrestin-GFP, high content (AID 493036); Neurotensin receptor type 1 (Homo sapiens), P30989; NTR1-U2OS beta-arrestin-GFP spot imaging, agonist mode; activation, % at 20 µM; actives 0.17% (n = 330,000);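 active = activation at or above 40% of the spot to cytoplasm intensity ratio, with at least 20 cells analyzed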;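 also: 0% = DMSO without peptide and 100% = 100 nM NTR1 peptide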
Target sequence (P30989 whole entry, looked up): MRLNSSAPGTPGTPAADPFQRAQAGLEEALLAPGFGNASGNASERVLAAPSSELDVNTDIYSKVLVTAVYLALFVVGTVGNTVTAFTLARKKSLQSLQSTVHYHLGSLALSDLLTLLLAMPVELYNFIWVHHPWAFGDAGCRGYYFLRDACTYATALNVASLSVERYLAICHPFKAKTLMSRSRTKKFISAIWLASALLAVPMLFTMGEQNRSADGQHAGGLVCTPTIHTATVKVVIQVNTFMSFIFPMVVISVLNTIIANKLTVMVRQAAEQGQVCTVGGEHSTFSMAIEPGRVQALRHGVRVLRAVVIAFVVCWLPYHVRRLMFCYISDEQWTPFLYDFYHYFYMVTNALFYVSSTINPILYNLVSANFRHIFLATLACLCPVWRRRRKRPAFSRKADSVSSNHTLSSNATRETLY
NOD1 NF-kB reporter = NOD1 signaling inhibitors, primary screen, cell-based, luminescence, uHTS (AID 1578). NOD1-driven NF-kB luciferase reporter cells, luminescence; higher % means a stronger effect. one-dose inhibition, % at 4 µM; EC50 in µM for titrated hits. actives 1% (n = 290,000); in the data active = inhibition mostly above about 36%, no sharp cut-off; inactive = mostly below about 34%;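 also: HEK-293T reporter cells stimulated with the NOD1 agonist gamma-tri-DAP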
NOD2 inhibition = NOD2 signaling inhibitors, cell-based, luminescence, uHTS, HEK293 (AID 1566); one-dose inhibition, % at 4 µM; EC50 in µM for titrated hits; actives 0.63% (n = 290,000); HEK293 NOD2/NF-kB luciferase reporter, luminescence; higher % means a stronger effect; also: many of its hits are not listed in these tables
Myeloid diff MLP = induction of myeloid progenitor differentiation, primary screen, cell-based, flow cytometry, MLPCN library. ER-HoxA9 myeloid progenitors, lysozyme-GFP differentiation. calls only at 10 µM. actives 1% (n = 360,000). AID 624256, 2012;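 active = normalized GFP-positive differentiation at or above the plate's own cutoff, the solvent-only control mean plus 3 SD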;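 also: cells exposed to compound for four days before flow analysis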
KOR beta-arrestin-1 = KOR agonists, beta-arrestin recruitment, primary screen, cell-based, luminescence, uHTS (AID 1777). KOR beta-arrestin recruitment, luminescence; higher % means a stronger effect. actives 0.02% (n = 280,000). one-dose activation, % at 10 µM; EC50 in µM for titrated hits; in the data active = activation above about 50%, passing the limit was not always enough; also: a part of the inactive calls stands beside numbers as strong as those of hits
GPR55 antagonists = GPR55 antagonists blocking LPI-driven arrestin recruitment, primary screen, imaging, U2OS, beta-arrestin-GFP, LPI agonist (AID 2013). G-protein coupled receptor 55 (Homo sapiens). U2OS GPR55 beta-arrestin-GFP translocation imaging, LPI antagonism; higher % means a stronger effect. inhibition, % at 10 µM; hits with a dose series show IC50 in µM. actives 0.13% (n = 290,000);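 active = spots per cell inhibited over 60%, with over 100 cells counted and total cytoplasm intensity under 500,000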;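 also: U2OS cells stably carrying GPR55 and arrestin-GFP stimulated by 5 µM LPI near EC80; imaged beta-arrestin-GFP aggregate spots per cell after agonist stimulation; plate controls were LPI-stimulated DMSO wells for no effect and DMSO wells without LPI for full effect; some results filed as inactive read as strong as hits; confirmed hits need IC50 under 10 µM and bright autofluorescent wells are also inconclusive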
GPR55 beta-arrestin = GPR55 agonists via beta-arrestin recruitment, primary screen, imaging, U2OS cells, beta-arrestin-GFP redistribution (AID 1961) | G-protein coupled receptor 55 (Homo sapiens) | U2OS GPR55 beta-arrestin-GFP redistribution imaging; higher % means a stronger effect | one-dose activation, % at 10 µM; EC50 in µM for titrated hits | actives 0.048% (n = 290,000);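 active = activation above 40% with more than 50 cells counted in the well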;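 also: U2OS osteosarcoma cells stably expressing GPR55 and beta-arrestin-GFP; plate controls were DMSO negative control for no effect and LPI positive control for full effect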
KOR beta-arrestin-2 = KOR antagonists, beta-arrestin recruitment, cell-based, luminescence, uHTS (AID 1778). Kappa-type opioid receptor (Homo sapiens). KOR beta-arrestin recruitment, luminescence, antagonist mode; higher % means a stronger effect. one-dose inhibition, % at 10 µM; IC50 in µM for titrated hits. actives 0.091% (n = 290,000); also: strong numbers were not always called active
T cell HTS vesicle-bound % = further read-out of T cell HTS, marked with its call; double positive events, %; measured here: CD8+ vesicle-bound cell fraction;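 binding gate set so that unloaded-vesicle control wells show 10% double positive cells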
NTR1 ag cell count 20 µM = also measured in NTR1 ag; calls as there; cell count; measured here: cell count, cytotoxicity flag
Myeloid diff MLP GFP+ MAC1+ % = further read-out of Myeloid diff MLP, marked with its call; GFP+ MAC1+ double positive, %; measured here: differentiation confirmed by MAC1 staining
* marks the source's active call; other numbers are inactive results; [ ] = another dose, or the depositor's remark. Rule as the data show it, unless noted: active = inhibition above about 50%; inactive = the rest.

`Cc1cc(NC(=O)c2noc3c2CCCCC3)no1` gave T cell HTS inactive, NTR1 ag -0.3, NOD1 NF-kB reporter -3%, NOD2 inhibition -26%, Myeloid diff MLP inactive, KOR beta-arrestin-1 0.3%, GPR55 antagonists 30%, GPR55 beta-arrestin 1.1%, KOR beta-arrestin-2 -9%, T cell HTS vesicle-bound % 47, NTR1 ag cell count 20 µM 69 and Myeloid diff MLP GFP+ MAC1+ % 5.1.
CCC(=O)c1ccccc1OCCCn1cncn1 was read as T cell HTS inactive, NTR1 ag 0.3, NOD1 NF-kB reporter -3%, NOD2 inhibition 4%, Myeloid diff MLP inactive, KOR beta-arrestin-1 -2.5%, GPR55 antagonists 8%, GPR55 beta-arrestin -0.1%, KOR beta-arrestin-2 -10%, T cell HTS vesicle-bound % 35, NTR1 ag cell count 20 µM 80 and Myeloid diff MLP GFP+ MAC1+ % 0.6.
CC(=O)Nc1ccc(S(=O)(=O)n2cnc3ccccc32)cc1 was read as T cell HTS inactive, NTR1 ag -0.7, NOD1 NF-kB reporter -37%, NOD2 inhibition -14%, Myeloid diff MLP inactive, KOR beta-arrestin-1 -2.9%, GPR55 antagonists 4%, GPR55 beta-arrestin -0.2%, KOR beta-arrestin-2 -31%, T cell HTS vesicle-bound % 24, NTR1 ag cell count 20 µM 85 and Myeloid diff MLP GFP+ MAC1+ % 1.4.
`N#CCCSc1ccccc1NC(=O)c1ccc(S(=O)(=O)N2CCCC2)cc1` gave NOD2 inhibition 13%, KOR beta-arrestin-1 0.3%, GPR55 antagonists -2%, GPR55 beta-arrestin -0.3% and KOR beta-arrestin-2 -48%.
For COc1ccc(-c2nnc3ccc(SCC(=O)Nc4nc5ccc(C)cc5s4)nn23)cc1OC the results were T cell HTS inactive, NTR1 ag -1.0, NOD1 NF-kB reporter -4%, NOD2 inhibition 4%, Myeloid diff MLP inactive, KOR beta-arrestin-1 1.3%, GPR55 antagonists -6%, GPR55 beta-arrestin -0.2%, KOR beta-arrestin-2 2%, T cell HTS vesicle-bound % 25, NTR1 ag cell count 20 µM 44 and Myeloid diff MLP GFP+ MAC1+ % 0.2.
For FC(F)(F)c1ccc(NCCc2ccccc2)nc1 the results were T cell HTS inactive, NTR1 ag 2.1, NOD1 NF-kB reporter 13%, NOD2 inhibition 5%, Myeloid diff MLP inactive, KOR beta-arrestin-1 3.7%, GPR55 antagonists 2%, GPR55 beta-arrestin -0.1%, KOR beta-arrestin-2 -23%, T cell HTS vesicle-bound % 27, NTR1 ag cell count 20 µM 63 and Myeloid diff MLP GFP+ MAC1+ % 0.2.
`CC(=O)Nc1ccccc1NC(=O)C/C(C)=N/NC(=O)c1ccncc1` gave T cell HTS inactive, NTR1 ag -0.6, NOD1 NF-kB reporter -16%, NOD2 inhibition 1%, Myeloid diff MLP inactive, KOR beta-arrestin-1 -7.2%, GPR55 antagonists 2%, GPR55 beta-arrestin -0.1%, KOR beta-arrestin-2 2%[20 µM], T cell HTS vesicle-bound % 60, NTR1 ag cell count 20 µM 97 and Myeloid diff MLP GFP+ MAC1+ % 1.1.
`COc1ccc2c(c1)C(=O)N(CCc1ccc(S(=O)(=O)NC(=O)NC3CCCCC3)cc1)C(=O)C2(C)C` gave T cell HTS inactive, NTR1 ag -0.4, NOD1 NF-kB reporter -24%, NOD2 inhibition 3%, KOR beta-arrestin-1 -0.4%, GPR55 antagonists 21%, GPR55 beta-arrestin -0.1%, KOR beta-arrestin-2 10%, T cell HTS vesicle-bound % 15 and NTR1 ag cell count 20 µM 76.
Screening Cc1nn(C)cc1CN(C)C(=O)CCc1nnc(CCC2CCCCC2)o1 returned T cell HTS inactive, NTR1 ag -0.4, NOD1 NF-kB reporter -22%, NOD2 inhibition -10%, Myeloid diff MLP inactive, GPR55 antagonists 5%, GPR55 beta-arrestin 0.3%, KOR beta-arrestin-2 0%[20 µM], T cell HTS vesicle-bound % 36, NTR1 ag cell count 20 µM 71 and Myeloid diff MLP GFP+ MAC1+ % 0.5.
For COc1cccc(S(=O)(=O)NCC(=O)N2CCCC2)c1 the results were T cell HTS inactive, NTR1 ag 1.9, NOD1 NF-kB reporter 2%, NOD2 inhibition 6%, Myeloid diff MLP inactive, KOR beta-arrestin-1 -0.5%, GPR55 antagonists -9%, GPR55 beta-arrestin 0.6%, KOR beta-arrestin-2 -43%[20 µM], T cell HTS vesicle-bound % 9, NTR1 ag cell count 20 µM 72 and Myeloid diff MLP GFP+ MAC1+ % 1.2.
For O=S(=O)(c1ccccc1)c1nnn2c1nc(NC1CCN(Cc3ccccc3)CC1)c1ccccc12 the results were T cell HTS inactive, NTR1 ag 7.8, NOD1 NF-kB reporter 30%, NOD2 inhibition 19%, Myeloid diff MLP active, GPR55 antagonists 3%, GPR55 beta-arrestin 0.4%, T cell HTS vesicle-bound % 16, NTR1 ag cell count 20 µM 64 and Myeloid diff MLP GFP+ MAC1+ % 2.3*.
CN1CCN(S(=O)(=O)c2ccc(NC(=O)c3csc4ccccc34)cc2)CC1 was read as NTR1 ag 1.4, NOD1 NF-kB reporter -26%, NOD2 inhibition 8%, Myeloid diff MLP inactive, KOR beta-arrestin-1 5.6%, GPR55 antagonists 6%, GPR55 beta-arrestin -0.1%, KOR beta-arrestin-2 4%, NTR1 ag cell count 20 µM 52 and Myeloid diff MLP GFP+ MAC1+ % 1.5.
O=C(CSc1nccn1Cc1ccco1)Nc1ccccc1C(F)(F)F was read as T cell HTS inactive, NTR1 ag -1.0, NOD1 NF-kB reporter -39%, NOD2 inhibition -13%, Myeloid diff MLP inactive, KOR beta-arrestin-1 -1.1%, GPR55 antagonists 17%, GPR55 beta-arrestin -0.1%, KOR beta-arrestin-2 8%, T cell HTS vesicle-bound % 74, NTR1 ag cell count 20 µM 63 and Myeloid diff MLP GFP+ MAC1+ % 0.9.
For Cc1ccc(NC(=O)c2cccc3c2-c2ccccc2C3=O)cc1C the results were T cell HTS inactive, NTR1 ag 8.2, NOD1 NF-kB reporter -20%, NOD2 inhibition -43%, Myeloid diff MLP inactive, KOR beta-arrestin-1 0.7%, GPR55 antagonists 16%, GPR55 beta-arrestin -0.2%, KOR beta-arrestin-2 8%, T cell HTS vesicle-bound % 55, NTR1 ag cell count 20 µM 68 and Myeloid diff MLP GFP+ MAC1+ % 0.7.
For COc1ccc(-c2nnc(SCC(=O)N3CCCC(C)C3)o2)c(OC)c1 (stereo unspecified) the results were T cell HTS inactive, NTR1 ag -1.0, NOD1 NF-kB reporter 7%, NOD2 inhibition 10%, Myeloid diff MLP inactive, KOR beta-arrestin-1 -4.0%, GPR55 antagonists -1%, GPR55 beta-arrestin 0.3%, KOR beta-arrestin-2 -35%, T cell HTS vesicle-bound % 44, NTR1 ag cell count 20 µM 48 and Myeloid diff MLP GFP+ MAC1+ % 2.8.

An excerpt taken from the entries so far, as a working copy:
O=C(CSc1nccn1Cc1ccco1)Nc1ccccc1C(F)(F)F was read as T cell HTS inactive, NTR1 ag -1.0, NOD1 NF-kB reporter -39%, NOD2 inhibition -13%, Myeloid diff MLP inactive, KOR beta-arrestin-1 -1.1%, GPR55 antagonists 17%, GPR55 beta-arrestin -0.1%, KOR beta-arrestin-2 8%, T cell HTS vesicle-bound % 74, NTR1 ag cell count 20 µM 63 and Myeloid diff MLP GFP+ MAC1+ % 0.9.
For Cc1ccc(NC(=O)c2cccc3c2-c2ccccc2C3=O)cc1C the results were T cell HTS inactive, NTR1 ag 8.2, NOD1 NF-kB reporter -20%, NOD2 inhibition -43%, Myeloid diff MLP inactive, KOR beta-arrestin-1 0.7%, GPR55 antagonists 16%, GPR55 beta-arrestin -0.2%, KOR beta-arrestin-2 8%, T cell HTS vesicle-bound % 55, NTR1 ag cell count 20 µM 68 and Myeloid diff MLP GFP+ MAC1+ % 0.7.

Additional results
For CC1CCN(Cc2nnnn2CCCC(=O)NCCN2CCOCC2)CC1 the results were T cell HTS inactive, NTR1 ag 1.2, NOD1 NF-kB reporter -20%, NOD2 inhibition -18%, Myeloid diff MLP inactive, KOR beta-arrestin-1 5.5%, GPR55 antagonists -3%, GPR55 beta-arrestin -0.1%, KOR beta-arrestin-2 -18%, T cell HTS vesicle-bound % 60, NTR1 ag cell count 20 µM 71 and Myeloid diff MLP GFP+ MAC1+ % 0.8.
For O=c1c2ccccc2nc(CSc2nnnn2-c2ccccc2)n1-c1cccc(C(F)(F)F)c1 the results were T cell HTS inactive, NTR1 ag 4.3, NOD1 NF-kB reporter -3%, NOD2 inhibition 4%, Myeloid diff MLP inactive, KOR beta-arrestin-1 -2.4%, GPR55 antagonists 32%, GPR55 beta-arrestin 0.0%, KOR beta-arrestin-2 -10%, T cell HTS vesicle-bound % 32, NTR1 ag cell count 20 µM 48 and Myeloid diff MLP GFP+ MAC1+ % 4.5.
For C/C(=N\NS(=O)(=O)c1ccc([N+](=O)[O-])cc1)c1c[nH]c2ccccc12 the results were T cell HTS inactive, NTR1 ag 0.2, NOD1 NF-kB reporter 10%, NOD2 inhibition 22%, Myeloid diff MLP inactive, KOR beta-arrestin-1 7.2%, GPR55 antagonists 4%, GPR55 beta-arrestin -0.1%, KOR beta-arrestin-2 -15%, T cell HTS vesicle-bound % 6, NTR1 ag cell count 20 µM 47 and Myeloid diff MLP GFP+ MAC1+ % 7.9.
`Cc1ccc(CNC(=O)C2CCC(CNc3c(N4CCOCC4)c(=O)c3=O)CC2)cc1` (stereo unspecified) gave T cell HTS inactive, NTR1 ag 1.6, NOD1 NF-kB reporter -13%, NOD2 inhibition -4%, Myeloid diff MLP inactive, KOR beta-arrestin-1 -1.0%, GPR55 antagonists -5%, GPR55 beta-arrestin 0.2%, KOR beta-arrestin-2 6%, T cell HTS vesicle-bound % 27, NTR1 ag cell count 20 µM 61 and Myeloid diff MLP GFP+ MAC1+ % 1.0.
For CCCCNC(=O)c1c[nH]c2ccc(S(=O)(=O)Nc3ccc(OCC)cc3)cc2c1=O the results were T cell HTS inactive, NTR1 ag -0.1, NOD1 NF-kB reporter -22%, NOD2 inhibition -16%, Myeloid diff MLP inactive, KOR beta-arrestin-1 8.7%, GPR55 antagonists -10%, GPR55 beta-arrestin 0.0%, KOR beta-arrestin-2 -5%, T cell HTS vesicle-bound % 13, NTR1 ag cell count 20 µM 85 and Myeloid diff MLP GFP+ MAC1+ % 0.6.

An excerpt (hit frequency here may not be typical).
